Nrf2 block = inhibitors of Nrf2 signaling. A549 ARE-Fluc reporter, luciferase luminescence, 18-24 h. 360,000 tested, 2.1% active. Potency, µM (doses to about 46 µM), without a hit: top-dose activity change, negative = inhibition, hits mostly inhibitors; also: % is scaled to controls: 0 for no effect and ±100 for the full control effect; nearly all actives have a fitted effect of over 60% in size
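Cells were seeded and rested 2 h, then exposed to compounds for 18-24 h. CellTiter-Fluor was read first as a viability measure. BugLite was added 15 min before the final luminescent read of ARE-luciferase activity in A549 cells.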
HepG2 viability = counter-screen for TGF-b inhibitors: cytotoxicity in HepG2 cells. HepG2 CAGA-GFP viability, ATP luminescence, 18 h. Potency, µM (titrated, usually from 46.1 µM), for inactives: top-dose activity change, negative = cytotoxicity, usual class: cytotoxic. 410,000 tested, 0.76% active; also: some results filed as inactive show a strong effect at the top dose
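CellTiter-Glo luminescence gave cytotoxicity after 18 hours at 37 degrees C. The cells were HepG2 CAGA-GFP in 1% FBS DMEM, stimulated with 500 pg/mL TGF-beta after compound addition. %Activity was normalised to no-cell wells (complete cell-killing) and DMSO (no toxicity), and curves were fitted and classified.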
TGFb SMAD3 inh = blocks TGF-b signaling | HepG2 CAGA-GFP TGF-b/SMAD3 reporter, GFP fluorescence, 18 h; TGF-beta stimulated, 500 pg/mL final | Potency, µM (top dose mostly 46.1 µM), for inactives: at the top dose activity, negative = inhibition, most hits filed as inhibitors | 410,000 tested, 1.2% active | AID 588855; also: % is scaled to controls: 0 for no effect and ±100 for the full control effect; nearly all actives have a fitted effect of over 65% in size
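Read-out: total well GFP (ex488/em500-530) summed from mean per-cell fluorescence. Cells: HEPG2 CAGA-GFP, 1% FBS DMEM, 18 h at 37 degrees C with 500 pg/mL final TGF-beta. Unstimulated wells served as the full-inhibition control; stimulated DMSO wells = 0%.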
Nrf2 activator = activates Nrf2 signaling; Potency, µM (doses to about 46.1 µM), for inactives: top-dose activation, actives largely listed as activators; 410,000 tested, 0.31% active; AREc32 ARE-luciferase reporter (MCF7-derived line), luminescence, 24 h; also: % of control where 0% means no effect; nearly all actives have a fitted effect of over 65% in size
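Reporter line AREc32 (ARE-Fluc), seeded overnight in OPTI-MEM with 5% FBS; compound pin-transferred, 24 hr at 37 deg C, 5% CO2; luminescent read-out.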
ATXN2 expr inh = reduces ATXN2 reporter expression in HEK-293 cells; HEK-293 ATXN2-luciferase reporter, luminescence, 24 h; Potency, µM (titrated, usually from 57 µM), for the others: top-dose activity change, negative = inhibition, actives largely listed as inhibitors; 360,000 tested, 0.72% active; also: % is scaled to controls: 0 for no effect and ±100 for the full control effect; nearly all actives have a fitted effect of over 55% in size
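ATXN2-luciferase reporter cells (luciferase flanked by upstream and downstream ATXN2 gene portions) were treated 24 h at 37 °C with compounds at up to 57 uM. SteadyGlo luminescence gave expression; GF-AFC fluorescence gave viability.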
EPAC2 antag = EPAC2 (human) antagonism; Q8WZA2; EPAC2 GEF exchange of Rap1B-BODIPY-GDP, fluorescence; 360,000 tested, 0.18% active; Potency, µM (series often up to 114 µM), for the others: at the top dose activity, negative = inhibition, actives largely listed as inhibitors; AID 720708; also: % is scaled to controls: 0 for no effect and ±100 for the full control effect; nearly all actives have a fitted effect of over 45% in size; many of its hits are not listed in these tables
Target sequence (Q8WZA2 whole entry, looked up): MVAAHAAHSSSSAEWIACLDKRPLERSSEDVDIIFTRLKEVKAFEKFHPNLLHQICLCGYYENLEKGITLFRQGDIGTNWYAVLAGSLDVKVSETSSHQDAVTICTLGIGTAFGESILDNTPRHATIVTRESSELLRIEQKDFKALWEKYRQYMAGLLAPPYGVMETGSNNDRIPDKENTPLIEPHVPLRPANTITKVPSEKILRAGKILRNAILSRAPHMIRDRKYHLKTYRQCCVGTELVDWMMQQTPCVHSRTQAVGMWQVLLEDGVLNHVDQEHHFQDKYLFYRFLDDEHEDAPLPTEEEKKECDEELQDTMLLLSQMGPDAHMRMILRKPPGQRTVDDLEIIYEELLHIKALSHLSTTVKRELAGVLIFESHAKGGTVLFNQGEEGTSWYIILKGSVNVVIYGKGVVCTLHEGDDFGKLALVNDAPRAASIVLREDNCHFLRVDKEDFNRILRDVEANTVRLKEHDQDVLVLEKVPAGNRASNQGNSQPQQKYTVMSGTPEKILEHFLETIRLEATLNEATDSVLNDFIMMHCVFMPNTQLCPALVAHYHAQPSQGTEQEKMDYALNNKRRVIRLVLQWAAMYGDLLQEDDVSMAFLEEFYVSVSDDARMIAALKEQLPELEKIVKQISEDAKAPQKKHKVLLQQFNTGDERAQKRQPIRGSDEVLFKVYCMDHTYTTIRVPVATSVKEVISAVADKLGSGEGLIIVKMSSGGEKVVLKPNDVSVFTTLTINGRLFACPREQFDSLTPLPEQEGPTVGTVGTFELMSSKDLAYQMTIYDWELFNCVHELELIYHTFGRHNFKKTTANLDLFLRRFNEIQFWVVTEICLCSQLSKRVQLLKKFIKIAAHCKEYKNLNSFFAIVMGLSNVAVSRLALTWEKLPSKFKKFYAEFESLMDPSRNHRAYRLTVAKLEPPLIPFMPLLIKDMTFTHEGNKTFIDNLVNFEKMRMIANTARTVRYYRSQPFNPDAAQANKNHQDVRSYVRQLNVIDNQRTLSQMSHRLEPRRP
ATXN viability = cell viability loss in ATXN counter-screen | S2 cells (HEK-293 line with an ATXN2-luciferase reporter) viability, CellTiter-Fluor protease fluorescence, 24 h | Potency, µM (doses to about 56.7 µM), actives largely listed as cytotoxic | AID 651635 | 400,000 tested, 0.49% active; also: nearly all actives have a fitted effect of over 40% in size
MCF10A rerep = DNA re-replication induction in MCF 10a cells. AID 624296. Potency, µM (top dose mostly 46.1 µM), for the others: at the top dose activity, positive = re-replication, actives largely listed as activators. 350,000 tested, 2.9% active. MCF 10A DNA re-replication, Hoechst nuclear intensity, 48 h; also: % of control where 0% means no effect; nearly all actives have a fitted effect of over 50% in size
A549 viability = kills or reduces viability of A549 cells in Nrf2 counter-screen. A549 ARE-Fluc cells, CellTiter-Fluor viability, 18-24 h. Potency, µM (doses to about 46 µM), inactives show at the top dose activity change, negative = cytotoxicity, actives largely listed as inhibitors. 390,000 tested, 0.16% active. AID 504648; also: % is scaled to controls: 0 for no effect and ±100 for the full control effect
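Cytotoxicity counterscreen: CellTiter-Fluor fluorescence was measured in A549 ARE_Fluc cells after 18-24 h of compound exposure in a concentration series. The subsequent BugLite luminescent read reports ARE-luciferase activity.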
* = called active by the depositor; i = inactive; ? = inconclusive; . = not tested or not shown; [ ] = remark or other dose. Calls follow the shape of the dose curve; as a rule, active = well fitted curve in the direction sought with a large enough effect; inconclusive = small, poorly fitted or top-dose-only effect, or another doubt; inactive = no such curve, though single readings can be large; an effect the other way counts as inactive or inconclusive. Potency is read from the fitted curve at half-maximal effect.

SMILES | Nrf2 block | HepG2 viability | TGFb SMAD3 inh | Nrf2 activator | ATXN2 expr inh | EPAC2 antag | ATXN viability | MCF10A rerep | A549 viability
CCCNC(=O)Cc1ccsc1 | 3% | 38% | ? | 0.2% | 3% | -3% | i | 12% | 0%
CC(C)NC(=O)c1ccc(CSCc2ccccc2Cl)o1 | -13% | -5% | -16% | 2.2% | -14% | -16% | i | 9% | 4%
Cc1ccc2[nH]c3c(=O)n(CC(=O)N(C)Cc4ccccc4)ncc3c2c1 | ? | -20% | -19% | 3.8% | -8% | . | ? | . | -2%
CC(=O)c1cccc(NC(=O)CCc2nc3sc4c(c3c(=O)[nH]2)CCCC4)c1 | ? | 5% | 0% | 0.2% | -9% | 12% | i | ? | -8%
C=CCn1c(SCc2cc(C(=O)OC)c(C)o2)nnc1-c1ccncc1 | 6% | -19% | 31%[activator] | -0.3% | 3% | -3% | i | 8% | 2%
CCCC(=O)Nc1c2c(nn1-c1ccc(F)cc1)CS(=O)(=O)C2 | -3% | 1% | 5% | 0.0% | 2% | 0% | i | 5% | 3%
O=C(CC1N=C2c3ccccc3N=C(SCc3cccc(Cl)c3)N2C1=O)NCc1ccc2c(c1)OCO2 (configuration not stated) | . | -22% | ? | 4.1% | -27% | . | 32µM* | . | ?
CCc1ccc(NC(=O)c2cc(C)no2)cc1 | ? | -28% | 14% | 7.5% | 58%[activator] | -1% | i | 16% | 1%
CCn1c(CC(=O)Nc2ccccc2F)nnc1SCC(=O)NC1=NCCS1 | . | 4% | 3% | -2.6% | . | -5% | i | . | .
C[C@@H](C(=O)OCC(=O)c1ccc(F)c(F)c1)N1C(=O)C2CCCCC2C1=O (some centres not stated) | 9% | -9% | 1% | 0.0% | -4% | -8% | i | -3% | 3%
Fc1ccc(NC(=S)N2CCN(c3ccccn3)CC2)cc1Cl | 13% | -7% | -9% | 0.1% | 4% | -1% | i | 8% | -1%
CCc1nnc(NC(=O)/C=C/c2ccc(C)o2)s1 | 20% | 6% | -4% | 15% | 64%[activator] | 4% | ? | ? | 0%
Cc1c(-c2n[nH]c(=S)n2-c2ccc(Br)cc2)nnn1-c1ccc(Cl)cc1 | -9% | 8% | 0% | 0.3% | -8% | -13% | i | ? | -2%
CC(=O)c1ccc(C(=O)Nc2ccc3c(c2)C(=O)NC3=O)cc1 | -3% | 8% | ? | -0.4% | 2% | 0% | i | 18% | 0%
Nc1cccc(-c2nnc3n2CCCCC3)c1 | 15% | 3% | ? | -0.8% | -1% | 2% | i | 0% | 0%
CCOc1ccc(NC(=O)CN2CCN(CC(=O)Nc3ccc(N(C)C)cc3)CC2)cc1 | 5% | -16% | 2% | -0.5% | 19% | -6% | i | -5% | 0%
CCn1c(SCc2nc3cc(OC)c(OC)cc3c(=O)[nH]2)nnc1-c1ccncc1 | -4% | 3% | -13% | -0.7% | -6% | 3% | i | 11% | 1%
Cc1cc2oc(C(=O)Nc3ccc(S(=O)(=O)Nc4nccs4)cc3)cc(=O)c2cc1Cl | -12% | -3% | 1% | -1.2% | -8% | -8% | i | 8% | -1%
CC(C)n1c2ccccc2c2nnc(SCC(=O)OCN3C(=O)c4ccccc4C3=O)nc21 | 4% | -12% | -8% | -0.4% | . | -5% | . | 1% | -13%
COc1ccccc1C(=O)NCCSCc1c(F)cccc1Cl | -19% | -7% | -1% | 2.6% | . | -20% | i | ? | 13%
NC(=O)C1CCN(C(=O)c2ccc(CS(=O)(=O)c3c(Cl)cccc3Cl)o2)CC1 | -9% | 5% | 0% | 0.0% | 7% | 7% | i | 18% | 2%
COC(=O)C1(C(F)(F)F)N=C(N(C)C)OC(N(C)C)=N1 | . | 7% | ? | 0.7% | -3% | 7% | i | -2% | -7%
COCCN(C(=O)COC(=O)c1cc2c(s1)CCCC2)c1c(N)n(Cc2ccccc2)c(=O)[nH]c1=O | -1% | 25% | 10% | 0.4% | 4% | -1% | i | 3% | -13%
CC(=O)NC1=NN(C(C)=O)C(c2cccc([N+](=O)[O-])c2)S1 (configuration not stated) | 12% | 4% | -22% | 1.4% | . | 20% | i | 1% | ?
O=C1c2ccccc2C(=O)N1CCC(c1ccccc1)c1ccco1 (configuration not stated) | 19% | -19% | -8% | 13% | 33%[activator] | -3% | i | 53%[0.0737 µM] | -6%
FC(F)(F)c1ccccc1/C=N/N1CCN(Cc2ccccc2)CC1 | ? | -41% | ? | 0.4% | 19% | -1% | ? | 13% | 0%
CCCOC(=O)C(C)Sc1n[nH]c(=O)[nH]c1=O (configuration not stated) | -8% | -5% | -12% | -0.5% | 3% | 13% | i | -1% | -1%
CC1CC(C)(C)CC2(C1)NC(=O)N(CC(=O)Nc1nccs1)C2=O (configuration not stated) | 7% | -19% | ? | 0.3% | -3% | -9% | i | -1% | -2%
CCOC(=O)C1CCCN(CC(O)COc2ccc(OC)cc2C(C)(C)C)C1 (configuration not stated) | -11% | -23% | ? | -0.9% | -16% | -5% | i | 9% | -8%
NS(=O)(=O)c1cccc(NC(=O)COC(=O)CCC2CCCC2)c1 | 17% | -10% | 8% | -0.2% | -5% | 0% | i | 1% | 0%
COc1ccccc1C(=O)C1CCCN(C(=O)CCn2cnnn2)C1 (configuration not stated) | 9% | 3% | 8% | 0.3% | 5% | 7% | i | 0% | -9%
O=C(NP(=O)(N1CCOCC1)N1CCOCC1)C1=C(N2CCOCC2)/C(=C\c2ccccc2)CC1 | 13% | 0% | -23% | ? | -10% | 4% | . | 23µM* | 0%
COc1ccc(CC(=O)Nc2cc(S(=O)(=O)N3CCOCC3)ccc2N2CCOCC2)cc1OC | -14% | -2% | 14% | 0.2% | . | 13% | ? | 12% | 1%
O=C(COc1ccc(-n2cnnn2)cc1)Nc1ccc(F)c(F)c1 | -14% | 0% | 10% | -0.5% | -1% | 14% | i | -8% | -1%
CCOC(=O)c1c(C)oc2nc(C)nc(N(C)Cc3ccccc3)c12 | 13µM* | -17% | -24% | 8.2% | ? | . | i | . | 7%
CCn1c(=O)cc(OCC(=O)NCCCN2CCN(c3cccc(Cl)c3)CC2)c2ccccc21 | -17% | -55% | -14% | 4.3% | 1% | 3% | ? | 20% | -4%

Molecules shown so far that contain an aryl methoxy group, in the order listed:
SMILES | Nrf2 block | HepG2 viability | TGFb SMAD3 inh | Nrf2 activator | ATXN2 expr inh | EPAC2 antag | ATXN viability | MCF10A rerep | A549 viability
CCn1c(SCc2nc3cc(OC)c(OC)cc3c(=O)[nH]2)nnc1-c1ccncc1 | -4% | 3% | -13% | -0.7% | -6% | 3% | i | 11% | 1%
COc1ccccc1C(=O)NCCSCc1c(F)cccc1Cl | -19% | -7% | -1% | 2.6% | . | -20% | i | ? | 13%
CCOC(=O)C1CCCN(CC(O)COc2ccc(OC)cc2C(C)(C)C)C1 (configuration not stated) | -11% | -23% | ? | -0.9% | -16% | -5% | i | 9% | -8%
COc1ccccc1C(=O)C1CCCN(C(=O)CCn2cnnn2)C1 (configuration not stated) | 9% | 3% | 8% | 0.3% | 5% | 7% | i | 0% | -9%
COc1ccc(CC(=O)Nc2cc(S(=O)(=O)N3CCOCC3)ccc2N2CCOCC2)cc1OC | -14% | -2% | 14% | 0.2% | . | 13% | ? | 12% | 1%

(listing goes on)
SMILES | Nrf2 block | HepG2 viability | TGFb SMAD3 inh | Nrf2 activator | ATXN2 expr inh | EPAC2 antag | ATXN viability | MCF10A rerep | A549 viability
CCCCNC(=O)C1=C(N)C(C(=O)Nc2ccc(C)c(S(=O)(=O)N3CCCCC3)c2)SC1=Nc1ccc(C)cc1C (configuration not stated) | ? | -46% | -28% | 4.1% | 1% | -6% | i | 12% | -15%
Cn1c(=O)[nH]c(=O)c2c1nc(SCC(=O)O)n2CCOc1ccccc1 | 2% | -7% | 3% | -0.5% | -3% | -1% | i | -2% | 6%
O=[N+]([O-])c1c(NCCO)cc(Sc2nc3ccccc3s2)c2nonc12 | ? | 16µM* | ? | -2.6% | 14µM* | -1% | 20µM* | 5% | ?
CNC(=O)Nc1cc(C)nn1C | 3% | 15% | 15% | 0.1% | . | 10%[57.1 µM] | i | -5% | -2%
Cc1ccc(/C(N)=N/OC(=O)/C=C/c2ccccc2)cc1 | . | -3% | 3% | 14% | 37%[activator] | 5% | i | -1% | 10%
Cc1ccccc1CSCCC(=O)NCCc1ccccc1 | -7% | -2% | -1% | 1.2% | 9% | -10% | i | 5% | 0%
CC1=C(C(=O)OCC2CCCO2)C(c2ccccc2)C2=C(CC(C)(C)CC2=O)N1 (configuration not stated) | 1% | 14% | 37%[activator] | 0.0% | -10% | 2% | i | -11% | -6%
CC1CCN(C(=O)c2ccc(NC(=O)CC3SC(N4CCCC4)=NC3=O)cc2)CC1 (configuration not stated) | 9% | -4% | 6% | 0.3% | 6% | 1% | i | 2% | 1%
O=C1CCCCCCCCCC/C(=N\O)CCCO1 | -8% | -23% | -18% | -0.3% | 9% | -17% | i | ? | -8%
Cc1cccc(-c2cc(N3CCCN(C)CC3)n3nccc3n2)c1 | . | -13% | 18% | 0.0% | -2% | 6% | i | . | .
Cc1ccc(O)c(N=CC2=C(O)c3ccccc3C2=O)c1 | -12% | -79% | -4% | ? | 38% | -1% | i | ? | -7%
COc1cccc(C(=O)N2c3ncnn3C3(CCCCC3)[C@@H]3CCCC[C@@H]32)c1 | -4% | -40% | -23% | -0.1% | -11% | . | i | . | 1%
CC1CCCC(C)N1C(=O)CSc1nc(N)c(-c2ccccc2)c(=O)[nH]1 (configuration not stated) | -15% | -6% | -3% | 0.1% | -3% | -6% | i | -1% | 2%
O=c1c2cc(Br)ccc2[nH]c(=S)n1Cc1ccccn1 | ? | -12% | -2% | 4.0% | 19% | 1% | i | -4% | 1%
CC(Oc1ccc(F)cc1)C(=O)Nc1ccccc1C(=O)N1CCCCC1 (configuration not stated) | -6% | -11% | -21% | -0.8% | -12% | -4% | i | 8% | -3%
COc1ccccc1NC(=O)COC(=O)C1CCN(/C=C/C(=O)C(F)(F)F)CC1 | 10% | 11% | -1% | 1.3% | 3% | 15% | i | -90%[inhibitor] | -4%
CCSc1cc(N2CCCC2)nc(-c2ccc(C)cc2)n1 | 5% | 19% | 15% | -0.8% | 6% | -4% | i | 2% | -1%

This is a subset. The share of hits here may be higher or lower than overall.
